# Screens as filed in PubChem.
# DRD3 antagonist: antagonists of human D3 dopamine receptor; P35462; D3R cells, DiscoveRx beta-arrestin luminescence, antagonist mode; hits give low values; max response, negative = inhibition, %; 360,000 compounds, 2.5% hits; AID 652054; in the data active means max response below about -50%; inconclusive means no clear call, values can overlap the other calls; further: on the % scale 0 is the no-effect control and ±100 the full control effect; mostly tested at two doses, the higher about 12 µM
# Target sequence (P35462 whole entry, looked up): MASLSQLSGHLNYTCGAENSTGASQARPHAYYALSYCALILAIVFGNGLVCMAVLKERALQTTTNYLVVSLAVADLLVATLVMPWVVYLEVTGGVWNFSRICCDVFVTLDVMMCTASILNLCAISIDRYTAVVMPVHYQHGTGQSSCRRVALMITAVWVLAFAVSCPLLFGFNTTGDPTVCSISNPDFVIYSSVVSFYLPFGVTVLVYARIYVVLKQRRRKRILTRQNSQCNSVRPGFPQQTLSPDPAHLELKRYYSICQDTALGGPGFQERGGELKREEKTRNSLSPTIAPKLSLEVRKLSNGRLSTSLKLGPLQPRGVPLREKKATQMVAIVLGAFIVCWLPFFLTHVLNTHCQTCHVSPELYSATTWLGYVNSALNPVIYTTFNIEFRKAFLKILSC
#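 Cells plated overnight at 1500 cells/well, then exposed to library compounds with dopamine controls for 90 minutes at 37 degrees C. DiscoveRx reagent added for 30–60 minutes at room temperature; luminescence read, quantitative HTS format.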
# GLP-1R inv ag: inverse agonists of human GLP-1 receptor; Potency, µM (highest dose often 38.3 µM), for inactives: at the top dose activity change, negative = inhibition, hits mostly inhibitors; 410,000 compounds, 1.6% hits; HEK293 GLP-1R CRE-luciferase, luminescence, 24 h; GLP-1R form is constitutively active; P43220; AID 624417; further: potency means the concentration at half of the fitted maximal effect; on the % scale 0 is the no-effect control and ±100 the full control effect; nearly all actives have a fitted effect of over 55% in size
#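 Luminescence readout: a drop in cAMP-driven luciferase signal flags inverse agonism at a constitutively active GLP-1R stably expressed in HEK293. Compound exposure lasted 24 hr at 37 deg C, 5% CO2.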
# aSyn rescue: rescues yeast growth from alpha-synuclein toxicity; Yeast expressing alpha-synuclein, growth rescue, BacTiter-Glo, 24 h; Potency, µM (highest dose often 46.1 µM), without a hit: at the highest dose growth rescue (activation), usual class: activators; 370,000 compounds, 0.14% hits; AID 652106; further: potency means the concentration at half of the fitted maximal effect; % of control where 0% means no effect; nearly all actives have a fitted effect of over 65% in size
#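 Rescue of yeast growth: cells expressing toxic alpha-synuclein, induced in galactose at OD600 0.02, incubated with compound 24 h at 30 C. ATP luminescence quantified growth; inhibitors of toxicity appear as activators.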
# DRD3 agonist: agonists of human D3 dopamine receptor | P35462 | D3R DiscoveRx beta-arrestin cells, luminescence, 90 min | max activation, % | 410,000 compounds, 0.58% hits; in the data active means max activation above about 30%; further: 0% is about no effect; mostly tested at two doses, the higher about 12 µM
#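 Cells at 1500/well, incubated overnight, then treated with pinned compounds (dopamine as control) for 90 min at 37 degrees C. DiscoveRx reagent added for 30 - 60 minutes at room temperature; luminescence read.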
# PTHR1 ag: agonists of human PTHR1 parathyroid hormone receptor; Q03431; HEK293 GP2 PTHR1 cells, GloSensor cAMP luminescence, 1 h; Potency, µM (doses to about 115 µM), inactives show at the highest dose activation, actives largely listed as activators; 410,000 compounds, 0.075% hits; AID 743266; further: potency means the concentration at half of the fitted maximal effect; nearly all actives have a fitted effect of over 55% in size; some results filed as inactive show a strong effect at the top dose; inactives centre near -15; many of its hits are not listed in these tables
# Target sequence (Q03431 whole entry, looked up): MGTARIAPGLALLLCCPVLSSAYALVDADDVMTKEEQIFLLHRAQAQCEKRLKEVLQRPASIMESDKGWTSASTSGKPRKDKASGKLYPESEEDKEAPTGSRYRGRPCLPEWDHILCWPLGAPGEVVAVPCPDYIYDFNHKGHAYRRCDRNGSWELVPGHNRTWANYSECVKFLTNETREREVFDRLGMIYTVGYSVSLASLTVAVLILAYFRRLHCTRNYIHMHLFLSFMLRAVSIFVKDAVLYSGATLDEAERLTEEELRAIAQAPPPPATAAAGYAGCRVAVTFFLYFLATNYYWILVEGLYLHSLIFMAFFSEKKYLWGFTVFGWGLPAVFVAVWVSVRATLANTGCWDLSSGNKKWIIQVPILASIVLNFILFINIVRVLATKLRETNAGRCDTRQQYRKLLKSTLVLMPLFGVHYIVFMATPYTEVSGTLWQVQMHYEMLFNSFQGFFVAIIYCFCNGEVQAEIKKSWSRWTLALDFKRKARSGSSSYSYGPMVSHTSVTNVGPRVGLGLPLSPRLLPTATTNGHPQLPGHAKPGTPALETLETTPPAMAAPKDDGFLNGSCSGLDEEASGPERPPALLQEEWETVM
#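 HEK-293-derived GP2 cells expressing PTHR1 and a GloSensor cAMP reporter, 3,000/well, plated overnight, given luciferin plus IBMX (each 0.5 mM as added) for 1 h at 37 °C, then compound for 1 h at 37 °C. Luminescence was read after 15 min at room temperature.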
# KB-V1 cytotox: KB-V1 MDR subline cytotoxicity. 400,000 compounds, 3.4% hits. KB-V1 MDR cells viability, CellTiter-Glo, 72 h. Potency, µM (series often up to 46.1 µM), for the others: at the highest dose activity change, negative = cytotoxicity, usual class: cytotoxic; further: potency means the concentration at half of the fitted maximal effect; on the % scale 0 is the no-effect control and ±100 the full control effect; nearly all actives have a fitted effect of over 60% in size
#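 Following 72 h at 37 degrees C with compound, KB-V1 cell viability was read by CellTiter-Glo luminescence, medium being phenol-red-free DMEM plus 10% FBS; concentration-response parameters came from normalized, curve-fitted qHTS data.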
# GLP1R ag: agonists of human GLP-1 receptor. P43220. HEK293 GLP-1R CRE-luciferase, luminescence, 4-6 h; cells express a hypersensitive GLP-1R form. Potency, µM (highest dose often 45.6 µM), for inactives: at the top dose activation, usual class: activators. 380,000 compounds, 0.007% hits. AID 624172; further: potency means the concentration at half of the fitted maximal effect; % of control where 0% means no effect
# TDP-43 yeast inh: rescues yeast growth from TDP-43 toxicity; TDP-43 expressing yeast growth rescue, BacTiter-Glo, 24 h; Potency, µM (top dose mostly 46.1 µM), without a hit: at the top dose growth rescue (activation), hits mostly activators; 410,000 compounds, 1.8% hits; further: potency means the concentration at half of the fitted maximal effect; % of control where 0% means no effect; nearly all actives have a fitted effect of over 50% in size
#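 Galactose-induced TDP-43 yeast, OD600=0.02, compound pinned; 24 hr, 30 deg C; BacTiter-Glo luminescence for growth. Inhibitors of TDP-43 toxicity read as activators.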
# GLP1R cytotox: cytotoxic in the GLP-1 receptor inverse agonist counter-screen; HEK293 cAMP-luciferase reporter cells, luminescence, 24 h; Potency, µM (titrated, usually from 38.3 µM), for inactives: at the top dose activity change, negative = inhibition, actives largely listed as inhibitors; 410,000 compounds, 0.13% hits;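 further: loss of luciferase light is scored as toxicity; potency means the concentration at half of the fitted maximal effect; on the % scale 0 is the no-effect control and ±100 the full control effect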
#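 To flag toxic compounds, the library was rerun on cells for 24 hr at 37 deg C and 5% CO2. Viability-linked luminescence was captured 12 min after adding luciferase detection reagent.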
# Starred values were filed as active, the others as inactive; i = inactive; ? = inconclusive; · = no result given; & = joins results of further samples; [ ] = another dose, or the depositor's remark. Unless noted, the call rests on the fitted dose curve; in most records, active means well fitted curve in the direction sought with a large enough effect; inconclusive means small, poorly fitted or top-dose-only effect, or another doubt; inactive means no such curve, though single readings can be large; an effect the other way counts as inactive or inconclusive. Some of the compounds tested. The share of hits here may be higher or lower than overall.
SMILES,DRD3 antagonist,GLP-1R inv ag,aSyn rescue,DRD3 agonist,PTHR1 ag,KB-V1 cytotox,GLP1R ag,TDP-43 yeast inh,GLP1R cytotox
CCc1nn(CC(=O)NC(C)c2ccccc2)c(=O)c2cc3sccc3n12 (stereo not given),·,0%,·,-18,-5%,-5%,·,8%,9%
COc1ccccc1-c1oc2ccccc2c1C#CC1(O)CCCCC1,-23,?,1%,-13,-12%,-11%,23%,?,1%
CC(=O)Nc1ccc(S(=O)(=O)N2CCC(NC(=O)c3ccco3)CC2)cc1,23,2%,-7%,-8,i,-1%,-5%,-5%,31%
O=C(Nc1ccc2oc(-c3ccccc3)nc2c1)c1ccccc1F,10,47%,2%,5,-18%,-1%,-7%,-1%,-12%
Cc1ccc2c(c1)cc(CN(Cc1cccnc1)C(=O)NCc1ccccc1)c1nnnn12,8,0%,0%,0,0%[57.5 µM],2.6µM*,14%,7%,-4%
COc1ccccc1NS(=O)(=O)c1cc(NC(=O)c2ccc(NC(C)=O)cc2)ccc1N1CCOCC1,0,8%,-28%,4,i,?,-2%,8%,-27%
CCOc1ccc(CNC(=O)c2cnc3c(C)cccn3c2=O)cc1,·,17%,·,-1,-18%,-4%,·,24%,4%
Cc1cc(C(=O)NNC(=O)/C=C/c2ccco2)c(C)o1,19,3%,-4%,3,-15%,0%,0%,-2%,7%
Cc1ccc(-n2c(Cc3ccccc3)n[nH]c2=S)c(C)c1,-15,?,8%,-6,-59%[inhibitor],-13%,-1%,-19%,?
O=C(NNC(=S)Nc1ccccc1Cl)c1ccccc1Cl,-4,12%,-3%,11,i,·,2%,?,13%
CCOC(=O)c1c(NC(=O)CN2C(=O)CN(C)C2=O)sc(C)c1C,4,47%[activator],5%,8,i,-7%,11%,-5%,4%
CC(C)(C)OC(=O)CNC(=O)c1[nH]cnc1C(=O)Nc1ccc(Cl)cc1,22,?,?,5,-15%,-5%,0%,54%,-14%
COc1cc(C(=O)OCC(=O)N2CCCCC2C)cc(NC(=O)c2cccs2)c1OC (stereo not given),26,-20%,-1%,5,-11%,-9%,11%,0%,?
O=c1ccc2c([nH]1)CCCCCCCCCC2,6,-32%,-4%,-2,-49%[inhibitor],7.3µM*,-1%,3%,5%
CCn1c(=O)n(CC)c2cc(N3CCCC3)c(NC(=O)c3cccc(OC)c3)cc21,17,16%,-1%,7,-5%,?,30%,10%,-9%
Cc1c(C(=O)OC2CCCC2C)[nH]c2c1C(=O)CCC2 (stereo not given),5,-27%,-13%,-2,i,?,12%,20µM*,-3%
Cc1ccc(C)c(NC(=O)CSc2nnc(-c3ccccc3C)o2)c1,-4,0%,9%,-1,-18%[57.5 µM],?,4%,7%,1%
COc1ccc(Cl)cc1NC(=O)c1sc(-n2nc(C)c(Cc3ccccc3)c2C)nc1C,·,2%,·,1,-1%,·,·,?,2%
CCCCN(C)CCCNC(=O)CN1C(=O)COc2ccc(S(=O)(=O)N3CCOCC3)cc21,0,12%&13%,1%,-4&-11,-20%,?,6%&1%,5%&6%,-17%&1%
Cc1ccccc1-n1c(SCC(=O)NCC2CCCO2)nc2c([nH]c3ccccc32)c1=O (stereo not given),-82*,7%,1%,-23,i,15%,-3%,-4%,-11%
O=S(=O)(CCSc1nc2ccccc2s1)c1nc2ccccc2s1,-3,?,-54%[inhibitor],-7,-36%,?,-12%,2.5µM*,?
CC1CCC/C(=N\NS(=O)(=O)c2ccccc2)C1 (stereo not given),2,31%[activator],-8%,1,i,2%,-2%,-8%,15%
Cc1ccc(S(=O)(=O)N2CCN(C(=O)c3ccc(-n4cncn4)c([N+](=O)[O-])c3)CC2)c(C)c1,17,?,-5%,3,-19%,?,-5%,-6%,2%
CCN1CCN(C(=O)CN2C(=O)c3cccc4cccc2c34)CC1,-22,-5%,-9%,-6,i,-4%,6%,9%,26%
COc1ccc(/C=C/CN2CCN(Cc3ccccc3)C(CCO)C2)cc1 (stereo not given),-27,?,-1%,-12,i,-16%,1%,-6%,-16%
CC(C)CN(C(=O)COC(=O)CCSc1ccc(F)cc1)c1c(N)n(Cc2ccccc2)c(=O)[nH]c1=O,3,1%,-2%,-6,i,19%,2%,-7%,0%
Cc1ccc(C)c(N2CCN(S(=O)(=O)c3ccc4c(c3)NC(=O)CO4)CC2)c1,-21,?,-3%,-2,-14%,?,-5%,11%,-11%
COCCn1cc(C(=O)NCCCOC(C)C)c2c3ccccc3n(C)c2c1=O,5,-2%&15%,-8%,2&7,i,-10%&0%,10%,-6%&22%,10%&0%
O=C(Nc1ccccc1Oc1ccsc1C(=O)O)c1ccccc1,-2,6%,9%,-2,-16%,-4%,-4%,14%,-1%
CCc1cccc(NC(=O)Cc2cn(C)c3ccccc23)c1,22,?,13%,0,-1%,-21%,-7%,23%,8%

# Some of the entries so far, tab-delimited.
Compound	DRD3 antagonist	GLP-1R inv ag	aSyn rescue	DRD3 agonist	PTHR1 ag	KB-V1 cytotox	GLP1R ag	TDP-43 yeast inh	GLP1R cytotox
Cc1ccc(C)c(NC(=O)CSc2nnc(-c3ccccc3C)o2)c1	-4	0%	9%	-1	-18%[57.5 µM]	?	4%	7%	1%
COc1ccc(Cl)cc1NC(=O)c1sc(-n2nc(C)c(Cc3ccccc3)c2C)nc1C	·	2%	·	1	-1%	·	·	?	2%
CCCCN(C)CCCNC(=O)CN1C(=O)COc2ccc(S(=O)(=O)N3CCOCC3)cc21	0	12%&13%	1%	-4&-11	-20%	?	6%&1%	5%&6%	-17%&1%
Cc1ccccc1-n1c(SCC(=O)NCC2CCCO2)nc2c([nH]c3ccccc32)c1=O (stereo not given)	-82*	7%	1%	-23	i	15%	-3%	-4%	-11%
O=S(=O)(CCSc1nc2ccccc2s1)c1nc2ccccc2s1	-3	?	-54%[inhibitor]	-7	-36%	?	-12%	2.5µM*	?
CC1CCC/C(=N\NS(=O)(=O)c2ccccc2)C1 (stereo not given)	2	31%[activator]	-8%	1	i	2%	-2%	-8%	15%
Cc1ccc(S(=O)(=O)N2CCN(C(=O)c3ccc(-n4cncn4)c([N+](=O)[O-])c3)CC2)c(C)c1	17	?	-5%	3	-19%	?	-5%	-6%	2%
CCN1CCN(C(=O)CN2C(=O)c3cccc4cccc2c34)CC1	-22	-5%	-9%	-6	i	-4%	6%	9%	26%
COc1ccc(/C=C/CN2CCN(Cc3ccccc3)C(CCO)C2)cc1 (stereo not given)	-27	?	-1%	-12	i	-16%	1%	-6%	-16%

# The listing continues:
SMILES,DRD3 antagonist,GLP-1R inv ag,aSyn rescue,DRD3 agonist,PTHR1 ag,KB-V1 cytotox,GLP1R ag,TDP-43 yeast inh,GLP1R cytotox
Cc1cccc(CN2CCCC(C(=O)N3CCc4ccccc4C3)C2)c1 (stereo not given),45,0%,·,1,-7%,4%,0%,-3%,18%
CCOc1ccc(NC(=O)Cc2coc3ccc(C)cc23)cc1,·,?,·,-17,i,3%,·,0%,-3%
CCOC(=O)CSc1nc2ccc(S(=O)(=O)N3CCOCC3)cc2[nH]1,-9,6%,-1%,-7,i,19%,3%,-5%,2%
CC(C)CN(C(=O)COC(=O)Cn1cnc2ccccc2c1=O)C1CCS(=O)(=O)C1 (stereo not given),22,6%,2%,4,24%[57.5 µM],14%,2%,1%,8%
Cc1cc(S(=O)(=O)NC(C)C)ccc1OCC(=O)NCc1ccccc1,1,0%,0%,-2,0%,13%,4%,0%,18%
Oc1c(N=Nc2ccccc2)sc2ccccc12,?,-24%,-13%,-2,-10%,4%,-2%,5%,10%
C=CCn1c(SCC#N)nnc1-c1ccc2ncccc2c1,-12,24%,-13%,3,-4%,48%,11%,0%,-1%
O=C(OCCN1CCOCC1)c1ccc(OCCN2CCOCC2)cc1,10,1%,0%,1,-3%,-15%,-17%,0%,22%
CC(C)C[C@@H]1COc2cc(N3CCSCC3)ccc2S(=O)(=O)N1,-22,1%,4%,1,-68%[inhibitor],?,-1%,?,1%
CNC(=O)c1ccc2cc(OC)c(OC)cc2c1,-16,38%[activator],12%,2,-9%,2%,6%,16%,2%
COc1ccc(CNC(=O)c2cccc(NC(=O)c3ccccc3)c2)cc1,-5,?,5%,10,-9%,-11%,17%,-9%,-8%
CC1CC(CC(C)C(=O)NC(=S)Nc2ccc(S(N)(=O)=O)cc2)C(=O)O1 (stereo not given),-3,7%,-3%,16,i,2%,13%,-11%,-12%
O=C(Cc1ccccc1[N+](=O)[O-])NCc1ccc(Cl)cc1,-5,?,-18%,1,-1%[57.5 µM],-5%,0%,2%,-3%
CCC(=O)NCCN1CCN(C(=O)CC)CC1,9,4%,-4%,1,i,27%,-12%,-10%,-12%
CC(C)CC(=NNC(=O)c1ccncc1)c1cc(Cl)ccc1O,3,?,5%,10,-42%[inhibitor],?,-6%,?,253%[activator]
Cc1ccc(Cn2c(=N)n(CC(=O)c3ccc([N+](=O)[O-])cc3)c3ccccc32)cc1,-4,4%,0%,-28,-46%[inhibitor],15µM*,11%,-2%,-2%
CCC(C)NC(=O)c1ccc2nc(Cc3ccccc3)oc2c1 (stereo not given),·,-22%,·,-15,-23%,-2%,·,?,-7%
CCCCN(C(=O)CCCc1nc2ccccc2s1)c1c(N)n(CCCC)c(=O)[nH]c1=O,-9,30%,0%,0,12%,1%,5%,-19%,-5%
